Screening data: PubChem BioAssay, several laboratories
Pyk2 oligo antag: antagonists of human Pyk2 oligomerization | Q14289 | Q293 cells, Pyk2 FERM NanoBiT luminescence; hits give low values | z-score (the deposit names both 25 µM and 10 µM) | 0.83% of 99,000 active | AID 1347419;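 active = Z-score of -3 or lower, scaled per plate to the spread of control and sample wells; inactive = z-score above -3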;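 note: negative z-score means lost luminescence so less FERM oligomerization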
Target sequence (Q14289 whole entry, looked up): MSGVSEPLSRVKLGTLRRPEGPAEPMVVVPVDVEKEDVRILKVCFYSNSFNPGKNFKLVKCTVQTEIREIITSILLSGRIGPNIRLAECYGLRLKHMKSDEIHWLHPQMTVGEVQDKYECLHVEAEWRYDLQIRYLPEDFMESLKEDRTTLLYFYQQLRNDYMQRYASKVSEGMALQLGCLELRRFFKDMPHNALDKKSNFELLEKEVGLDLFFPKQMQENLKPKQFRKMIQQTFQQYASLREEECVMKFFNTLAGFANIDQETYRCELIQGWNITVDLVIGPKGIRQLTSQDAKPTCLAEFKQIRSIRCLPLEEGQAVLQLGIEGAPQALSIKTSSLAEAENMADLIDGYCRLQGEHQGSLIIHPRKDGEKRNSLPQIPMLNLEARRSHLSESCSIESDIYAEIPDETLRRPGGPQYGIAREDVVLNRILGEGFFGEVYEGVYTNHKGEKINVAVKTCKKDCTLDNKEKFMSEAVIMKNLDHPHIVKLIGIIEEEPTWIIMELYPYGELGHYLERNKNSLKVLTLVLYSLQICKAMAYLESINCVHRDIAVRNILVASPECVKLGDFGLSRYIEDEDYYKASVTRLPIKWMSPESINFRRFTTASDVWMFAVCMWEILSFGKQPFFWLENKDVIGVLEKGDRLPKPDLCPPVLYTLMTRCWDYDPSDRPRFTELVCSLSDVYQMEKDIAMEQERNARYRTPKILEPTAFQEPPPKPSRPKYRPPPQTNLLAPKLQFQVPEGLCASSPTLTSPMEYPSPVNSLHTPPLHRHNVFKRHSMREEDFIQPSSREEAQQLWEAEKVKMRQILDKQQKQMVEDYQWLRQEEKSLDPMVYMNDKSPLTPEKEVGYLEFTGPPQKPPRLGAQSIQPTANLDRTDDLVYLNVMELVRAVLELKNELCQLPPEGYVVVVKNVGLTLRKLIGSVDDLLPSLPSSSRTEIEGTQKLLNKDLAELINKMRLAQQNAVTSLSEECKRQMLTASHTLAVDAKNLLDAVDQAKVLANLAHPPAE
cytoskel mod: modifiers of cytoskeleton assembly; HUVEC TNFa F-actin phalloidin imaging, high content; inhibition, % at 2 µM; 0.18% of 91,000 active; AID 836;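 active = inhibition above the batch mean plus 3 SD and confirmed as a hit by visual image inspection, cut at about 30% in these data, passing the limit was not always enough; inconclusive = above the inhibition threshold but rejected on visual inspection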; note: strong numbers were not always called active
HUVEC inhibit: blocks proliferation of human endothelial cells. HUVEC proliferation, CellTiter-Glo luminescence, 72 h; hits give low values. viability, % at 10 µM (by protocol). 1.1% of 86,000 active. AID 648;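 active = viability at or below 30%; inactive = viability above 30%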;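 note: 100% = median luminescence of DMSO-only cell control wells on each plate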
HUVEC tox IL1B: toxic to HUVEC cells under IL-1B stimulation. HUVEC cell count loss, Hoechst imaging, IL-1B stimulated. cell count reduction, % at 2 µM. 0.41% of 94,000 active. AID 845;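 active = cell count reduction more than 3 SD above the screen-wide mean, cut at about 70% in these data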;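 note: normalized per plate to untreated control cells as the no-loss baseline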
Smad3 inh: blocks human Smad3 binding to FoxH1 peptide; inhibition, % at 25 µM; AID 630; 0.29% of 88,000 active; TR-FRET Smad3/Dy647-FoxH1 peptide binding, europium anti-His; P84022;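 active = compounds that reduce the energy-transfer binding signal between the protein and its labelled peptide by more than half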;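 note: 0% = Smad3 plus labelled peptide maximal FRET and 100% = peptide-only background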
H69AR inhibit: blocks growth of human H69AR lung tumor cells. H69AR lung tumor viability, ATP luminescence, 72 h; hits give low values. viability, % at 10 µM. 6% of 85,000 active;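 active = viability at or below 40%; inactive = viability above 40%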;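 note: multidrug resistant small cell line overexpressing MRP-1 efflux transporter; 100% = mean luminescence of untreated control wells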
VCAM1 TNFa inh: reduces TNF alpha induced VCAM1 expression in HUVEC; HUVEC TNFa-induced VCAM-1 immunofluorescence, high-content imaging; inhibition, % at 2 µM; 0.48% of 95,000 active;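 active = inhibition above the batch mean plus 3 SD, with images confirmed as a hit by eye, cut at about 37% in these data; inconclusive = inhibition above that limit but hit not confirmed in images; inactive = inhibition not above that limit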;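 note: 0% = TNF-stimulated DMSO wells and 100% = unstimulated control wells; not every result past the cut was called active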
Fibroblast inh: blocks proliferation of human lung fibroblasts | 1.1% of 85,000 active | LL 47 human lung fibroblast viability, ATP luminescence; hits give low values | viability, % at 10 µM;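 active = viability at or below 50% in the single dose screen; inactive = viability above 50%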;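 note: compound exposure lasted 72 h before the ATP readout; 100% = median luminescence of untreated cell-only wells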
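Times – overnight cell rest, 72 h compound treatment at 37 °C · Test system – human lung fibroblast line LL 47, low passage · Amount – 1,150 cells in each well · Controls – cell-only wells, no compound · Doses – 0.1% DMSO in all compound wells · Measured by – CellTiter-Glo luminescence · Buffer or medium – IMEM plus 15% FBS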
TNFa cytotox: toxic to HUVEC cells under TNF alpha stimulation; cell count reduction, % at 2 µM; HUVEC TNFalpha-stimulated, Hoechst cell count, imaging; 0.17% of 93,000 active;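 active = cell count reduction exceeding the screen mean by over 5 SD, scaled to untreated wells per plate, cut at about 78% in these data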;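 note: cells counted after 24 h of TNF alpha exposure following the 1 h pretreatment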
Starred values were filed as active, the others as inactive; ? = inconclusive; / = no result given; [ ] = remark or other dose. This is a subset; count on the stated rates, not on these rows.

compound	Pyk2 oligo antag	cytoskel mod	HUVEC inhibit	HUVEC tox IL1B	Smad3 inh	H69AR inhibit	VCAM1 TNFa inh	Fibroblast inh	TNFa cytotox
O=C(NC1(C(=O)NC2CCCC2)CCCCC1)c1ccc2c(c1)OCO2	0.79	/	97	/	0	100	/	106	/
Cn1cc(C(=O)c2ccc(Cl)cc2Cl)cc1C(=O)N/N=C(\N)COc1cccc(C(F)(F)F)c1	0.95	-8	69	-23	9	27*	25	77	-4
CCOC(=O)c1cc2c(n(-c3ccc(C)cc3)c1=O)CCCC2=O	-0.58	-3	98	6	-6	88	13	108	-18
COC(=O)c1cccc(NS(C)(=O)=O)c1C	3.9	-13	94	-4	15	100	10	102	9
Cc1cccc(C)c1OCCCCn1cnc2ccccc2c1=O	0.77	3	/	-24	/	/	10	/	-9
CCOC(=O)c1cc(-c2nnc(-c3ccc(Cl)cc3)o2)c(C)nc1C	/	-1	99	-21	0	83	11	101	-16
COc1cc(C(=O)Nc2cccc(-c3nc4ncccc4o3)c2C)cc(OC)c1OC	0.6	-7	97	-2	1	/	-12	102	-7
O=C(NCc1ccncc1)Nc1cccc(Cl)c1	0.59	-13	86	-38	30[fluorescence artefact?]	101	4	97	-2
CC(C)C(NC(=O)OCc1ccccc1)C(=O)OCC(=O)N1CCCCC1 (stereo not drawn)	1.3	26	112	-8	8	94	1	110	-6
Cc1cc(C(=O)CN2C(=O)c3ccccc3C2=O)c(C)n1Cc1cccs1	0.08	5	98	6	-4	84	3	97	-19
Cc1cc(C)cc(N(CCC#N)C(=O)CSc2nc3nc(C)cc(C)n3n2)c1	-0.53	6	93	-8	1	100	-1	104	-40
CC(C)(C)OC(=O)NCc1nc(N)n[nH]1	-0.87	7	100	-21	0	99	-1	111	3
Cc1ccc(N=C2SCCCN2C(=O)c2ccco2)cc1Cl	0.07	17	84	14	5	101	-4	99	-13
Cc1cccc(NC(=O)CSc2nnc(-c3ccccc3)n2N)c1C	-0.11	-18	90	-26	6[fluorescence artefact?]	89	2	92	-14
O=C(NCc1ccco1)c1cccnc1-c1nc2ccccc2s1	0.95	9	105	-32	6	104	14	97	-4

More results follow:
compound	Pyk2 oligo antag	cytoskel mod	HUVEC inhibit	HUVEC tox IL1B	Smad3 inh	H69AR inhibit	VCAM1 TNFa inh	Fibroblast inh	TNFa cytotox
FC(F)Oc1ccccc1C1CC(c2ccc(Br)s2)Nc2ncnn21 (stereo not drawn)	-1.1	/	98	/	3	72	/	91	/
CCCS(=O)(=O)Nc1cc(C(F)(F)F)ccc1OCCOC	0.5	19	81	-31	6	81	12	95	-12
COc1ccc(C)c2sc(N3CCCC3)nc12	0.33	-16	85	2	-2	95	5	101	-27
CCSc1nnc(NC(=O)CCc2ccccc2)s1	0.91	1	98	-41	-34	81	-21	103	-30
CC1CCN(C(=O)Cn2nc(C(F)(F)F)c3c2CCCC3)CC1	-0.04	3	101	-11	7	103	17	104	-28
CC1CN(c2ccc(Oc3ccccc3)cc2)c2nc3c(c(=O)[nH]c(=O)n3C)n2C1 (stereo not drawn)	-0.9	-5	74	-23	28[fluorescence artefact?]	67	-25	88	-21
Cc1ccc(C)n1-n1cnc2scc(-c3cccs3)c2c1=O	0.45	/	89	/	11	83	/	85	/
Cc1noc(C)c1S(=O)(=O)N1CCC(C(=O)NCCc2ccc(S(N)(=O)=O)cc2)CC1	1.1	/	97	24	28	93	9	103	16
CCOc1ccc(NC(=O)C2CCN(C(=O)NC3CCCCC3)CC2)cc1	0.76	?	97	8	0	91	6	97	-53
OC1CN=C2C=CC=CN2C1 (stereo not drawn)	-1.2	-22	95	-12	-9	104	-8	/	-3
CC1=C(C(=O)NC2CCCCC2C)C2(CCC(C)CC2)OC1=O (stereo not drawn)	/	/	86	/	-1	91	/	86	/
NC(=O)c1oc2ccccc2c1NC(=O)C1CCCCC1	/	/	101	/	2	93	/	104	/
CCN1C(=O)C(CC(=O)Nc2cc(C)ccc2C)SC1=Nc1ccc(S(N)(=O)=O)cc1 (stereo not drawn)	-0.22	-10	101	10	-13	97	6	91	30
COc1oc(-c2ccccc2C)nc1C(F)(F)F	0.99	-18	99	-4	7	91	1	94	5
COC(=O)CNC(=O)c1c(-c2c(Cl)cccc2Cl)noc1C	-0.05	4	98	-11	0	92	-2	103	-31

Some of the entries above in another layout:
Fields: Pyk2 oligo antag, cytoskel mod, HUVEC inhibit, HUVEC tox IL1B, Smad3 inh, H69AR inhibit, VCAM1 TNFa inh, Fibroblast inh, TNFa cytotox
- Cc1cccc(NC(=O)CSc2nnc(-c3ccccc3)n2N)c1C
 : -0.11, -18, 90, -26, 6[fluorescence artefact?], 89, 2, 92, -14
- O=C(NCc1ccco1)c1cccnc1-c1nc2ccccc2s1
 : 0.95, 9, 105, -32, 6, 104, 14, 97, -4
- FC(F)Oc1ccccc1C1CC(c2ccc(Br)s2)Nc2ncnn21 (stereo not drawn)
 : -1.1, /, 98, /, 3, 72, /, 91, /
- CCCS(=O)(=O)Nc1cc(C(F)(F)F)ccc1OCCOC
 : 0.5, 19, 81, -31, 6, 81, 12, 95, -12
- COc1ccc(C)c2sc(N3CCCC3)nc12
 : 0.33, -16, 85, 2, -2, 95, 5, 101, -27
- CCSc1nnc(NC(=O)CCc2ccccc2)s1
 : 0.91, 1, 98, -41, -34, 81, -21, 103, -30
- CC1CCN(C(=O)Cn2nc(C(F)(F)F)c3c2CCCC3)CC1
 : -0.04, 3, 101, -11, 7, 103, 17, 104, -28
- CC1CN(c2ccc(Oc3ccccc3)cc2)c2nc3c(c(=O)[nH]c(=O)n3C)n2C1 (stereo not drawn)
 : -0.9, -5, 74, -23, 28[fluorescence artefact?], 67, -25, 88, -21
- Cc1ccc(C)n1-n1cnc2scc(-c3cccs3)c2c1=O
 : 0.45, /, 89, /, 11, 83, /, 85, /
- Cc1noc(C)c1S(=O)(=O)N1CCC(C(=O)NCCc2ccc(S(N)(=O)=O)cc2)CC1
 : 1.1, /, 97, 24, 28, 93, 9, 103, 16
- CCOc1ccc(NC(=O)C2CCN(C(=O)NC3CCCCC3)CC2)cc1
 : 0.76, ?, 97, 8, 0, 91, 6, 97, -53
- OC1CN=C2C=CC=CN2C1 (stereo not drawn)
 : -1.2, -22, 95, -12, -9, 104, -8, /, -3
- CC1=C(C(=O)NC2CCCCC2C)C2(CCC(C)CC2)OC1=O (stereo not drawn)
 : /, /, 86, /, -1, 91, /, 86, /
- NC(=O)c1oc2ccccc2c1NC(=O)C1CCCCC1
 : /, /, 101, /, 2, 93, /, 104, /
- CCN1C(=O)C(CC(=O)Nc2cc(C)ccc2C)SC1=Nc1ccc(S(N)(=O)=O)cc1 (stereo not drawn)
 : -0.22, -10, 101, 10, -13, 97, 6, 91, 30
- COc1oc(-c2ccccc2C)nc1C(F)(F)F
 : 0.99, -18, 99, -4, 7, 91, 1, 94, 5

Later entries
compound	Pyk2 oligo antag	cytoskel mod	HUVEC inhibit	HUVEC tox IL1B	Smad3 inh	H69AR inhibit	VCAM1 TNFa inh	Fibroblast inh	TNFa cytotox
COc1ccc(C(=O)Nc2cccc(-c3nc4ncccc4o3)c2C)cc1OC	0.6	9	87	-1	-3	88	11	89	-2
O=C(C1COc2ccccc2O1)N1CCN(c2ccccc2)CC1 (stereo not drawn)	0.36	/	106	/	12	101	/	96	/
Clc1cccc(/C=N\Nc2nccs2)c1	0.33	-2	/	7	/	/	28	/	-4
COC(=O)CCSCc1cn2cc(Cl)ccc2n1	0.28	0	102	-2	4	105	-1	102	-16
CN(CCO)c1c2c(nc3cc(-c4cccc(F)c4)nn13)CCCC2	-1.9	-6	84	-8	1	60	3	91	0
COCCCNc1nc(-c2ccncc2)nc2ccccc12	-1.2	-3	84	-15	4	46	14	87	-19
CCc1cccc(CC)c1NC(=O)c1cccc(N)c1	0.21	7	97	-20	1	97	-10	108	-35
CCCCC1CCC(C(=O)NCc2ccc3c(c2)OCO3)CC1 (stereo not drawn)	-0.23	15	106	10	1	98	-14	103	-15
O=C1OC(c2ccc(Cl)cc2)=N/C1=C\c1cccnc1	-0.22	-8	/	-16	/	/	2	/	4
COc1ccccc1NC(=O)CSc1nnc(C)n1CC1CCCO1 (stereo not drawn)	1.7	0	101	19	11	113	0	107	-8
COc1cccc(CNC(=O)Nc2cccs2)c1	0.11	18	90	-12	0	91	12	100	-18
Cc1cccc(C(=O)NCCN2CCN(c3ccccc3)CC2)c1	1.6	15	99	10	8	83	1	92	11
O=C(CSc1nc2ccccc2o1)NCc1ccco1	0.34	8	103	0	1	98	-5	98	-25
Cc1ccc(Cl)cc1N(Cc1ccc(C(=O)NCc2cccnc2)cc1)S(=O)(=O)c1ccccc1	0.47	-22	/	34	/	/	0	/	10
Cc1ccc(Cn2nnc3c(=O)n(Cc4cc(C)ccc4C)cnc32)cc1	-1.4	16	87	10	16[fluorescence artefact?]	89	14	91	-33

Later entries:
compound	Pyk2 oligo antag	cytoskel mod	HUVEC inhibit	HUVEC tox IL1B	Smad3 inh	H69AR inhibit	VCAM1 TNFa inh	Fibroblast inh	TNFa cytotox
CC(C)CN1C(=O)c2ccc(C(=O)NCc3ccc4c(c3)OCO4)cc2C1=O	-0.37	/	85	-7	-15	98	20	96	-76
O=C(O)CCc1nc2cccnc2n1Cc1ccccc1	-0.17	-20	101	5	2	73	-14	96	-12
CC1CCN(C(=O)CSc2nnc(Cc3ccccc3)o2)CC1	/	/	96	/	-5	92	/	101	/
C=CC(=O)Nc1ccc(Br)cc1	0.07	-2	74	1	-15	53	52*	92	5
Cc1nn(C)c(C)c1S(=O)(=O)N1CCC(C(=O)NCC2COc3ccccc3O2)CC1 (stereo not drawn)	/	9	97	-6	0	96	12	95	-13
CC(=O)c1c(C)[nH]c(C(=O)Nc2cccnc2)c1C	0.02	-4	83	21	2	94	-2	91	2
COCCn1c(SCC(=O)NCc2ccc3c(c2)OCO3)nnc1-c1c[nH]c2ccccc12	/	/	97	/	1	86	/	104	/
COCCn1nnnc1C(c1ccc(OC)cc1)N1CCN(c2ccccc2F)CC1 (stereo not drawn)	-3.5*	4	/	-6	/	/	9	/	-18
CCc1c(C)c2ccc(OCC(=O)N(C)C)c(C)c2oc1=O	-0.26	13	104	-81	4	90	24	102	-23
CC1CN=C(NC2CCCCC2C)S1 (stereo not drawn)	-0.55	-55	101	-28	-11	93	8	96	-12
CCOC(=O)c1[nH]c2cc(OC)c(OC)cc2c1NC(=O)CN(C)C1CCCCC1	-0.79	22	87	12	-1	80	21	98	0
CC(C)CC(c1nnnn1CC1CCCO1)N1CCN(c2nc3ccccc3s2)CC1 (stereo not drawn)	-1.9	/	91	/	-9	97	/	87	/
C/C(Cn1cnc([N+](=O)[O-])n1)=N\NC(=O)c1cccc(F)c1	-0.35	-26	99	-34	1	94	12	105	7
O=C(NCCc1ccccn1)c1ccc(COc2ccccc2)o1	0.08	3	/	-22	/	/	-10	/	/
CC1CN(C(=O)C2CCCCC2)C(C)CN1C(=O)C1CCCCC1 (stereo not drawn)	1.6	-8	101	-17	14[fluorescence artefact?]	81	24	102	-8
COc1ccccc1OC(=O)c1cc(Cl)nc2ccccc12	0.73	27	/	-39	/	/	5	/	-26
COc1cc2ccccc2cc1C(=O)Nc1ccc(Cc2ccncc2)cc1	-1.9	-21	/	-20	/	/	22	/	-22
